Source: PubChem BioAssay
NLRP3 yeast inh = inhibitors of NALP3 inflammasome in yeast; 0.39% of 330,000 active; AID 2825; inhibition, % at 10 µM; Yeast reconstituted NLRP3/ASC/caspase-1, beta-gal luminescence, 24 h;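 active = inhibition of 50% or more; inactive = inhibition below 50%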;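 also: plate controls were induced DMSO wells for no effect and uninduced yeast grown without galactose for full effect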
mIAP inh = blocks mouse intestinal alkaline phosphatase; 0.2% of 330,000 active; purified mouse IAP, CDP-Star luminescence, 30 min; inhibition, % at 10 µM; AID 2806;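 active = inhibition of at least 40% at 10 µM in the primary screen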;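 also: plate controls were DMSO with enzyme for no effect and no enzyme wells for full effect; values of inactives mirror those of a sister screen read the other way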
hIAP activ = human IAP activation; 0.16% of 330,000 active; P09923; purified human IAP, CDP-Star luminescence, 30 min; stronger effect = higher value; 1 = vehicle-only enzyme, 0 = enzyme-free background; activation factor at 10 µM;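 active = activation factor of the enzyme at least 2-fold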; also: the source names both 10 and 20 µM as test concentration; values of inactives mirror those of a sister screen read the other way
Target sequence (P09923 whole entry, looked up): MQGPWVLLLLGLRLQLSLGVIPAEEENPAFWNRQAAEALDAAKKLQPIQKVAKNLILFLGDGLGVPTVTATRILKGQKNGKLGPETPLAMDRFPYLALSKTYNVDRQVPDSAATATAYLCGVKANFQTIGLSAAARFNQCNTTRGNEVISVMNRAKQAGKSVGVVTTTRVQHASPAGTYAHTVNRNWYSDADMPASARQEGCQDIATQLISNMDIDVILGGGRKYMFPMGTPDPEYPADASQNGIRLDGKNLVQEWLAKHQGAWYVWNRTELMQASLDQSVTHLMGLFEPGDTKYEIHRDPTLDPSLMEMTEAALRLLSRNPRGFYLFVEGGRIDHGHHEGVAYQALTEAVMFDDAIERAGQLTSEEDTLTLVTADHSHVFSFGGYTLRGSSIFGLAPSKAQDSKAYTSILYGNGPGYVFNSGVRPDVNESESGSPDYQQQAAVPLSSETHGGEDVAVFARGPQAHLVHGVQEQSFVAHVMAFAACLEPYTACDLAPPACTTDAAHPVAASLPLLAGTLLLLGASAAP
tim10-1 inh = tim10-1 yeast growth inhibition. S. cerevisiae tim10-1 ts strain growth, BacTiter-Glo, 24 h. inhibition, % at 20 µM. 2.2% of 330,000 active;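 active = inhibition of at least 40%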;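 also: mutant grown at 25 °C; 0% = DMSO wells with yeast and 100% = wells holding no yeast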
mIAP act = mouse IAP activation | AID 2805 | muIAP, CDP-Star luminescence, 30 min; stronger effect = higher value; 1 = vehicle-only enzyme signal, 0 = enzyme-free wells | 0.24% of 330,000 active | activation factor at 10 µM;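 active = activation factor of at least 2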; also: the source names both 10 and 20 µM as test concentration; values of inactives mirror those of a sister screen read the other way
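also added = chemiluminescent substrate CDP-Star | test system = mouse IAP enzyme | signal = chemiluminescence readout | compound = DMSO-dissolved test compounds | incubation = 30 min at room temperature | benchmarks = DMSO wells, no-enzyme wells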
ATG4B inh = inhibitors of human ATG4B cysteine protease. Q9Y4P1. ATG4B cleavage of LC3-PLA2, NBD-HPC fluorescence, 1 h. inhibition, % at 8.33 µM. 0.51% of 340,000 active; in the data active = inhibition above about 40%
Target sequence (Q9Y4P1 whole entry, looked up): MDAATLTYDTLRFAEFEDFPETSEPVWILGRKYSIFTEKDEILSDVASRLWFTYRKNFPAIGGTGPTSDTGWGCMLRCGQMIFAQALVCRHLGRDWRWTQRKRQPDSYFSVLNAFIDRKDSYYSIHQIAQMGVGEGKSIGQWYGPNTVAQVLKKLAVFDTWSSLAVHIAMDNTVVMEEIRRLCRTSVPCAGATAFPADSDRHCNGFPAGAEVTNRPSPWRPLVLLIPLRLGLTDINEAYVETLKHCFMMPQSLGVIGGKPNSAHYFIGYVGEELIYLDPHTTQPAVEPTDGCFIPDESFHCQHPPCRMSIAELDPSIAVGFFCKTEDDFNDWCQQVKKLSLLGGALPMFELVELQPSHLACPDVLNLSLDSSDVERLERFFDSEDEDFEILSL
hIAP inh = blocks human intestinal alkaline phosphatase; P09923; purified IAP, CDP-Star luminescence, 30 min; inhibition, % at 10 µM; 0.12% of 330,000 active; AID 2544;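 active = inhibition reaching a set limit with compound at 10 µM in the primary screen, cut at about 35% in these data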;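 also: plate controls were DMSO wells with enzyme for no effect and no-enzyme buffer wells for full effect; values of inactives mirror those of a sister screen read the other way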
TIM10 inh = TIM10 yeast growth inhibition; S. cerevisiae TIM10 strain growth, BacTiter-Glo luminescence, 24 h; inhibition, % at 10 µM; 1.4% of 330,000 active; AID 463195;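 active = inhibition of 40% or more at the single tested concentration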;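 also: wild-type TIM10 isogenic control strain grown at permissive 25 °C; 0% = DMSO yeast wells and 100% = minimal medium wells without yeast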
Apaf1 inhib = blocks human Apaf-1 apoptosome activity. inhibition, % at 20 µM. AID 489030. reconstituted apoptosome caspase-3 activity, DEVD-Rh110 fluorescence. 0.71% of 330,000 active. O14727; active = inhibition of at least 40% at 20 µM;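 also: plate controls were DMSO wells for no effect and DEVD-CHO caspase inhibitor wells for full effect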
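Assay system – apoptosome proteins · Medium – Hepes buffer, pH 7.5 · Also added – cytochrome c with DEVD-Rh110 · Timing – 30 min compound preincubation, 50 min activation, room temperature · Detection – Rh110 fluorescence, excitation 480 nm, emission 540 nm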
Active calls of the source: *; / = no result given.

SMILES	TIM10 inh	mIAP act	NLRP3 yeast inh	hIAP inh	ATG4B inh	mIAP inh	tim10-1 inh	hIAP activ	Apaf1 inhib
Cc1cc(C)c2c(N)c(C(=O)N/N=C/c3cccs3)sc2n1	-17	1.2	21	8	-13	-21	-3	0.92	4
COC(=O)Cn1nc(-c2ccccc2)c2cc(Cl)ccc21	16	0.99	48	16	16	1	25	0.84	-2
Nc1ccc(S(=O)(=O)NC2(C(F)(F)F)NC(=O)N(c3ccccc3Cl)C2=O)cc1 (stereo not given)	-10	1	18	9	1	-4	12	0.91	0
COc1ccc(N2CCN(CCCNC(=O)C(=O)c3c(C)[nH]c4ccccc34)CC2)cc1	11	1	-6	-10	1	0	-3	1.1	18
CC(=O)Nc1ccc(S(=O)(=O)Nc2nc3ccccc3nc2-n2ccc(=NC(=O)c3ccccc3)cc2)cc1	13	0.83	40	22	-16	17	6	0.79	15
CN(C)S(=O)(=O)c1cccc(C(=O)N2CCN(Cc3ccccc3)CC2)c1	-21	1	8	7	-8	-2	16	0.93	10
O=C(CNC(=O)c1ccco1)NCC(=O)OCc1ccc(C(=O)Oc2ccc(Cl)cc2)cc1	-10	1.1	4	8	-3	-6	19	0.92	1
COC(=O)c1sccc1NC(=O)c1sccc1C	-7	1.1	13	17	-11	-9	-2	0.83	6
CCOC(=O)c1ccc(Nc2c(CC)c(C)nc3ncnn23)cc1	-9	0.98	2	9	-1	2	18	0.91	0
O=C(CSc1nc2nn(-c3ccccc3)c(=O)c-2c2n1CCCCC2)c1ccc(OC(F)F)cc1	10	0.75	8	3	-8	25	11	0.97	1
Cc1cc(NC(=O)CCCN2C(=O)/C(=C\c3cccs3)SC2=S)no1	13	0.92	-5	10	-9	8	6	0.9	-5
C#CCOCCOCCOCCNc1nc(N2CCN(C(=O)[C@H]([C@@H](C)CC)n3cc(CCCN=C(N)N)nn3)CC2)nc(N2CCN(C(=O)[C@H](Cc3ccc(O)cc3)n3cc(CCO)nn3)CC2)n1	-1	0.98	9	20	-12	2	-13	0.8	2
O=C(N/N=C/C=C/c1ccccc1)c1ccc(Br)cc1	2	1	5	-9	-1	-2	2	1.1	-7
COc1ccc(NC(=O)C(CCCCNC(=O)OC(C)(C)C)NC(=O)OCc2ccccc2)cc1 (stereo not given)	-9	1.2	15	11	-4	-16	13	0.89	6
CCOC(=O)c1c(C)[nH]c(C(=O)COC(=O)c2cccnc2Cl)c1C	-3	0.95	16	13	0	5	-8	0.87	0
O=C(CN1C(=O)S/C(=C\c2ccccc2)C1=O)NCCCn1ccnc1	4	0.96	13	-5	-4	4	7	1	-3
Cc1ccc(CNC(=O)C2CCN(S(=O)(=O)c3cccs3)CC2)o1	3	0.97	-3	5	-5	2	11	0.95	-12
COc1ccc(-c2nn(C)c(=O)c3ccccc23)cc1CNC(=O)NC1CCCCC1	5	0.92	15	-11	/	8	15	1.1	18
CC1(C)CCc2cc(S(=O)(=O)N3CCN(S(=O)(=O)c4c(F)cccc4F)CC3)ccc2O1	-8	1	13	-1	-4	-3	-3	1	1
CC1CCc2nc(NC(=O)CN3CCN(c4ccccc4)CC3)sc2C1 (stereo not given)	15	0.91	22	-26	5	9	17	1.3	3
CCC(=O)N1CCc2cc(S(=O)(=O)CCC(=O)Nc3ccc(OC)c(OC)c3)ccc21	-2	0.94	-8	3	-5	6	9	0.97	1
CCC(NC(=O)CNC(=O)c1ccc2c(c1)OCO2)c1ccc(Br)cc1 (stereo not given)	-23	1	21	-8	-11	-5	-9	1.1	7
CCOC(=O)N1CCN(C(=O)c2ccc(C#CC3(O)CCCCC3)cc2)CC1	5	1.1	-7	-3	-3	-6	25	1	13
O=C(CN1CCN(C(=S)NC2CCCC2)CC1)Nc1ccc(Oc2ccccc2)cc1	33	1.3	13	1	-19	-27	13	0.99	20
CC(=O)Nc1ccc(C(=O)NNC(=O)c2cccs2)cc1	-2	0.95	6	-3	1	5	6	1	-6
CNc1nccc(-c2ccc(F)cc2)c1C#N	17	0.97	17	4	-1	3	5	0.96	3
Cc1ccc(C(=O)NCC(=O)OCC(=O)Nc2ccccc2[N+](=O)[O-])cc1	-2	0.94	12	-2	-4	6	11	1	-19
Cc1ccc(-n2c(SCc3nc4ccccc4c(=O)[nH]3)nnc2-c2ccccc2O)cc1	37	0.89	-17	4	-11	11	26	0.95	11
O=C(N/N=C/c1ccccn1)c1ccc(Cl)c(Cl)c1	24	0.83	39	-57	/	17	27	1.6	2
OCC(O)C(O)C(O)C(O)c1nc2ccccc2[nH]1 (stereo not given)	9	1	5	-9	-1	-1	1	1.1	-4
CC(=O)NC1(C(F)(F)F)C(=O)Nc2c1c(=O)[nH]c(=O)n2Cc1ccco1 (stereo not given)	7	0.93	2	5	-1	7	-14	0.95	0
Cc1ccc(NC(=O)C(C)OC(=O)/C=C/c2ccccc2)cc1S(=O)(=O)N1CCOCC1 (stereo not given)	13	0.95	13	6	-2	5	14	0.94	19
COc1cc(NC(=O)c2ccccc2[N+](=O)[O-])c(C(=O)O)cc1OC	-12	1.1	3	-16	-8	-5	10	1.2	9
Cc1cc(O)c(Oc2cc(C)cc(O)c2O)c(O)c1	-7	0.62	2	6	-12	38	7	0.94	-7
O=C(NCCCO)C(=O)NCC1OCCCN1S(=O)(=O)c1cccs1 (stereo not given)	1	0.99	12	-4	7	1	-11	1	-3
O=C(c1ccccc1)N1CCN(C(=O)c2ccc([N+](=O)[O-])cc2)CC1	8	1.1	-1	-5	3	-8	5	1.1	-8
CC(NC(=O)c1ccc2c(c1)OCO2)C1CCCO1 (stereo not given)	-1	0.93	13	12	1	7	4	0.88	-22
OCCC1CN(Cc2cccc3nccnc23)CCN1C1CCCC1 (stereo not given)	6	0.89	17	1	-15	11	6	0.99	-19
Cc1cccc(-n2c(-c3ccccc3)c[nH]c2=S)c1C	34	1	13	-23	-5	-1	11	1.2	13
CCOC(=O)c1cc(CC)sc1NC(=O)C(c1ccccc1)c1ccccc1	11	0.79	1	16	-3	21	22	0.84	21
COc1ccc(OC)c(S(=O)(=O)N2CCN(Cc3ccccc3)CC2)c1	9	0.98	11	0	0	2	17	1	-1
c1ccc(Cc2nn3c(Cn4cnc5ccccc54)nnc3s2)cc1	-3	0.96	-8	1	7	4	5	0.99	-4
COc1ccc(CNC(=O)C2CCN(C(=O)c3sccc3-n3cccc3)CC2)cc1	-2	0.95	4	8	0	5	3	0.92	13
CC(=O)NCC(=O)OCC(=O)c1ccc(C)cc1	-10	0.99	9	-15	-8	1	-1	1.2	-2
CCCc1cc(=O)oc2c(C)c(OC(C)C(=O)NCc3ccccn3)ccc12 (stereo not given)	-1	1	12	-4	0	-1	20	1	-5
CCN(CCn1cccn1)Cc1c(C(=O)N2CCCCCCC2)nc2ccc(Cl)cn12	33	1.1	12	-11	1	-10	26	1.1	6
O=C(OCCN=C1NS(=O)(=O)c2ccccc21)c1ccccc1F	-1	0.98	12	12	-14	2	-5	0.88	2
COc1ccc(C(=O)OCC(=O)N2CCC(C)CC2)cc1S(=O)(=O)N1CCOCC1	-4	0.98	-4	4	0	2	0	0.96	6
Cc1cccc(-n2nnc3c(=O)n(Cc4ccccn4)cnc32)c1	2	0.88	8	-1	0	12	0	1	4
CCOc1ccccc1OCCCC(=O)Nc1cccc(S(=O)(=O)N2CCOCC2)c1	1	0.97	9	6	-5	3	-4	0.94	-7
CCCn1c2ccccc2c2nnc(SCC(=O)Nc3cc(C)on3)nc21	4	0.94	10	-9	-1	6	-2	1.1	4
Cc1ccc(S/C=C\C(=O)c2ccccc2)cc1	44*	0.92	26	-17	-3	8	49*	1.2	-9
c1ccc(-c2c[n+]3c(n2-c2ccccc2)SCC3)cc1	-17	1	7	-3	0	-5	-11	1	-6
CCCCCC(=O)N1CCN(S(=O)(=O)c2ccc3c(c2)OCCCO3)CC1	15	0.97	14	0	-11	3	15	1	8
O=C(NC(c1ccccc1)c1ccccc1)N1CCN(CCO)CC1	0	1.1	-2	23	-8	-14	-6	0.77	3
COc1ccc(NC(=O)CN(C)C(=O)CCCN2C(=O)c3cccc4cccc(c34)C2=O)cc1	11	1	3	-12	-16	-4	8	1.1	14
Cc1cccc(CNC(=O)c2ccc(NC(=O)C3=CSCCO3)cc2)c1	16	0.86	24	-4	14	14	50*	1	-5
Cc1ccc2nc(C(Cl)(Cl)Cl)nc(N/N=C/c3ccncc3)c2c1	15	0.86	0	-5	-7	14	8	1	1
CCc1cc(Br)ccc1NC(=S)NCCc1ccccc1	26	1.6	32	3	12	-60	21	0.97	13
CCc1ccccc1OCC(=O)Nc1cccc(S(=O)(=O)NC2=NCCCCC2)c1	7	1.1	6	-2	-32	-8	9	1	6

Remaining list, next part:
SMILES	TIM10 inh	mIAP act	NLRP3 yeast inh	hIAP inh	ATG4B inh	mIAP inh	tim10-1 inh	hIAP activ	Apaf1 inhib
COc1cc(CNCc2ccco2)cc(OC)c1O	8	1.1	12	10	7	-6	-10	0.9	-11
CCCn1c(SCC(=O)Nc2nnc(-c3ccccc3)s2)nnc1-c1ccccn1	33	0.87	-6	16	25	13	25	0.84	13
CN(C(=O)COC(=O)COc1ccc(Cl)cc1)C1CCCCC1	-16	1.1	24	-18	-10	-6	12	1.2	5
CCn1c(COc2ccccc2)nnc1SCC(=O)Nc1cc(OC)ccc1OC	11	1	16	-5	0	-1	16	1.1	11
COc1ccc(C(NC(C)=O)c2cc(Cl)c3cccnc3c2O)cc1 (stereo not given)	-5	0.98	31	-17	2	2	36	1.2	-2
COc1cc(NC(=O)Cn2cnc3sc(C)c(S(=O)(=O)N4CCOCC4)c3c2=O)cc(OC)c1OC	-6	1.1	5	-3	-4	-7	10	1	3
COCC(C)n1c(C)cc(C(=O)CN2C(=O)NC3(CCCCC3C)C2=O)c1C (stereo not given)	-2	1.1	-17	5	-8	-12	24	0.95	6
O=C(COC(=O)C1CCN(S(=O)(=O)c2cc([N+](=O)[O-])ccc2Cl)CC1)Nc1ncc(Cl)cc1Cl	11	0.88	10	1	0	12	24	0.99	14
N#Cc1c2n(c(=S)n(-c3ccccn3)c1=O)CCCCC2	10	0.94	-11	4	-8	6	12	0.96	0
CC(C)Cn1c(-c2csc3ccccc23)n[nH]c1=S	35	1	22	-16	1	-2	38	1.2	8
Cc1nc2nc(C)c(CCC(=O)NCCC3=CCCCC3)c(C)n2n1	5	0.92	8	-8	-4	8	5	1.1	4
CC(C)c1c(C(=O)N/N=C/c2ccc(OCc3ccccc3)cc2)nnn1-c1nonc1N	10	0.95	8	-5	8	5	12	1	14
C=Cn1c(C(=O)O)ccc1-c1ccc(OC)cc1	10	0.88	-3	5	-4	12	5	0.95	-1
CN(C)Cc1c(C(=O)N/N=C/C=C/c2ccccc2)nnn1-c1nonc1N	-21	0.97	10	-7	10	3	15	1.1	7

3 structures from above, ordered by SMILES length, lowest first:
SMILES	TIM10 inh	mIAP act	NLRP3 yeast inh	hIAP inh	ATG4B inh	mIAP inh	tim10-1 inh	hIAP activ	Apaf1 inhib
COc1cc(CNCc2ccco2)cc(OC)c1O	8	1.1	12	10	7	-6	-10	0.9	-11
Cc1nc2nc(C)c(CCC(=O)NCCC3=CCCCC3)c(C)n2n1	5	0.92	8	-8	-4	8	5	1.1	4
O=C(COC(=O)C1CCN(S(=O)(=O)c2cc([N+](=O)[O-])ccc2Cl)CC1)Nc1ncc(Cl)cc1Cl	11	0.88	10	1	0	12	24	0.99	14
